# hgDAF12 agonist = activates the H. glycines DAF-12 receptor ligand-binding domain. activation, % at 6.8 µM. HEK293 GAL4-hgDAF12 UAS-luciferase reporter, agonist luminescence; normalized to butyrate control. 1.8% of 370,000 active. AID 687014;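 active = activation above a cutoff set at the mean of all screened compounds plus 3 SD, cut at about 10% in these data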;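 note: 0% = DMSO wells and 100% = sodium butyrate wells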
# FXN GAA850 act = frataxin GAA850 promoter activation | HEK293 lucGAA850 FXN promoter luciferase reporter, 24 h; percent of 10 µM SAHA response | AID 540364 | 0.56% of 360,000 active | activation, % at 6 µM;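 active = activation above the average of all compounds screened plus 3 SD, cutoff fixed separately per campaign, cut at about 7.5% in these data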;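 note: 0% = DMSO wells and 100% = 10 µM SAHA wells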
# PLC-beta3 inh = PLC-beta3 (human) inhibition, primary screen | inhibition, % at 12.2 µM | 0.18% of 370,000 active | AID 720704 | Purified PLC-beta3, fluorogenic substrate, fluorescence; in the data active = inhibition above about 11%;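 note: 0% = median of compound wells on plate and 100% = full blocker control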
# ssDAF12 agonist = activates DAF-12 receptor from parasite S. stercoralis | HEK293 ssDAF-12/GRIP1 lit1-tk-luc reporter, luminescence; % of 3 µM dafachronic acid response | activation, % at 6.8 µM | 1% of 370,000 active | AID 652126;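 active = activation above the mean over all tested compounds plus 3 SD, cut at about 0.9% in these data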;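 note: 0% = DMSO-only wells and 100% = 3 µM delta7-dafachronic acid wells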
# SMARCA2 activ = increases SMARCA2 function in MMTV reporter cells | AID 652017 | activation, % at 9.1 µM | 1% of 370,000 active | MG213 cells, MMTV-luciferase reporter, dexamethasone, overnight; in the data active = activation above about 7.8%;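 note: 0% = vehicle wells and 100% = reference activator wells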
# Rev-erbA mod = modulators of human Rev-erb alpha DNA binding | 0.79% of 370,000 active | P20393 | AID 1259318 | activity, % at 10 µM | Rev-erbα–FITC-DNA binding, fluorescence polarization, 90 min;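 active = activity above about 14%, limit read from the data; passing the limit was not always enough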;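 note: 0% = DMSO wells with 35 nM protein and 100% = DMSO wells with 750 nM protein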
# PG9 binder = PG9 antibody binding by small molecule | TR-FRET gp120-PG9 antibody binding | inhibition, % at 6.7 µM | 0.43% of 360,000 active | AID 624416; in the data active = inhibition above about 8.5%
# DAX1 inh-1 = inhibitors of DAX1 repression of SF-1 activated StAR promoter; inhibition, % at 6.8 µM; HEK293T StAR-luciferase reporter, SF-1/DAX-1 repression relief; AID 652010; 1.1% of 370,000 active;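 active = inhibition above the mean over all tested compounds plus 3 SD, cut at about 3.6% in these data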;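 note: 0% = DAX-1 cells with DMSO and 100% = cells lacking DAX-1 with DMSO; higher inhibition means more luminescence from relief of DAX-1 repression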
# hcDAF-12 act = activators of H. contortus DAF-12 nuclear receptor. HEK293 hcDAF-12 lit1-tk-luc reporter, luminescence; 0% DMSO, 100% Δ7-dafachronic acid. activation, % at 6.8 µM. 1.4% of 370,000 active;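 active = activation above the mean of all tested compounds plus 3 SD, cut at about 5.5% in these data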;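 note: 100% = response to 3 µM Δ7-dafachronic acid high control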
# DAX1 inh-2 = inhibits human nuclear receptor DAX1; P51843; HEK293 Gal4-DAX1 luciferase reporter, luminescence; inhibition, % at 6.75 µM; 0.99% of 340,000 active; AID 504766;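 active = inhibition above the mean over all tested compounds plus 3 SD, cut at about 4.2% in these data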;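 note: 0% = DAX1-transfected cells with DMSO and 100% = empty-vector control cells with DMSO; inhibition shows as a rise in luminescence from relieved DAX1 repression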
# Target sequence (P51843 207-470 limits assumed): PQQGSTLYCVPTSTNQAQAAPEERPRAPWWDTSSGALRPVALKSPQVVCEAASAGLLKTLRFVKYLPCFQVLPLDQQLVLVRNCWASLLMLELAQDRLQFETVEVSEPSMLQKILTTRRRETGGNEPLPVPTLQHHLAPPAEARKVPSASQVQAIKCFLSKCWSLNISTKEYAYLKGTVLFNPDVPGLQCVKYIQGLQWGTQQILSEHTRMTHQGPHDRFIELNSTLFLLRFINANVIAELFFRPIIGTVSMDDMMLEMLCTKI
# sPLA2-III inh = Blocks human group III sPLA2 activity | Q9NZ20 | QFRET BODIPY PC-A2 liposome hydrolysis, fluorescence | inhibition, % at 12.2 µM | 0.56% of 370,000 active;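 active = inhibition above mean plus 3 SD of compounds lying within the high and low control bounds, cut at about 19% in these data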;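 note: 0% = median of test compound wells and 100% = no enzyme DMSO wells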
# Target sequence (Q9NZ20 whole entry, looked up): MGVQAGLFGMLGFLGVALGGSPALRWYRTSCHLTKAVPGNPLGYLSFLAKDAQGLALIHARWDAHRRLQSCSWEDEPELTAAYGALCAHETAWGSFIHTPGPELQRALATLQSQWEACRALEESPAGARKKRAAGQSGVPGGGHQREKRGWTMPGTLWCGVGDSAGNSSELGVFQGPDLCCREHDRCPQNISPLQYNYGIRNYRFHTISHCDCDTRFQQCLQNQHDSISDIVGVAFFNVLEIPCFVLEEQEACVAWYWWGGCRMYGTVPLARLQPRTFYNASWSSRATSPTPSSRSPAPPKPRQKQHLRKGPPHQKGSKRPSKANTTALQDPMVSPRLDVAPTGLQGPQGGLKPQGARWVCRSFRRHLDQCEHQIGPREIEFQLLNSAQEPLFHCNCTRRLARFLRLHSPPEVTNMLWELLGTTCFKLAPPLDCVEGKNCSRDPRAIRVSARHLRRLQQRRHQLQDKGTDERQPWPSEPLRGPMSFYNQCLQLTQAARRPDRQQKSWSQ
# The depositor's hits bear a star; i = inactive; . = not tested or not shown.
1	CCOC(=O)c1oc2nc(C(C)C)c3c(c2c1N)CC(C)(C)OC3
2	CCC(C)(C)c1ccc(OCC(=O)N(C)C)c(C(C)(C)CC)c1
3	Cn1c(SCc2ccccc2)nnc1-c1cnccn1
4	Cc1c(OCC(=O)NCCN2CCOCC2)ccc2c(-c3ccccc3)cc(=O)oc12
5	CC(C)(C)NC(=O)Cn1c(SCC(=O)Nc2nccs2)nc2ccccc21
6	N#Cc1c(N)oc(-c2ccc3c(c2)OCO3)c1-c1ccc2c(c1)OCO2
7	CCCc1nnc(NC(=O)c2ccncc2)s1
8	COC(=O)CCC(=O)NC(=S)Nc1c(C)cccc1C
9	COc1cc(C(C2C(=O)CC(C)(C)CC2=O)C2C(=O)CC(C)(C)CC2=O)ccc1O
10	O=C(Nc1nc(-c2ccccn2)cs1)c1cccc(-n2cnnn2)c1
assay / entry	1	2	3	4	5	6	7	8	9	10
hgDAF12 agonist	-0.2	1.8	5.1	-0.2	1.0	2.7	-0.4	-3.2	0.8	-5.2
FXN GAA850 act	0.6	0.1	5.9	-0.3	-2.5	-1.3	0.2	1.7	0.1	-2.3
PLC-beta3 inh	i	-1	1	-11	0	-43	1	0	-4	-19
ssDAF12 agonist	-1.1	-0.3	-1.1	-0.8	-1.2	-0.9	-1.1	-1.9	-0.9	-1.9
SMARCA2 activ	-3	-1	2	-1	-3	4	7	-1	-1	-5
Rev-erbA mod	-1	23	1	4	-2	6	-2	5	-1	-1
PG9 binder	1.1	1.0	0.6	-0.4	1.2	-1.6	1.9	-0.3	-0.1	1.9
DAX1 inh-1	-0.1	-0.4	-0.3	-2.1	-0.2	-0.3	-0.5	-0.1	-0.1	-2.8
hcDAF-12 act	-1.6	-1.4	0.1	1.7	-1.3	-0.6	0.8	-3.8	0.5	-3.7
DAX1 inh-2	-1.5	.	2.1	0.8	-0.5	-0.1	-0.8	-1.2	0.0	-0.9
sPLA2-III inh	5	11	0	1	4	-5	8	4	-3	0

# Given tab-delimited: part of the list above.
cpd	Molecule	hgDAF12 agonist	FXN GAA850 act	PLC-beta3 inh	ssDAF12 agonist	SMARCA2 activ	Rev-erbA mod	PG9 binder	DAX1 inh-1	hcDAF-12 act	DAX1 inh-2	sPLA2-III inh
3	Cn1c(SCc2ccccc2)nnc1-c1cnccn1	5.1	5.9	1	-1.1	2	1	0.6	-0.3	0.1	2.1	0
4	Cc1c(OCC(=O)NCCN2CCOCC2)ccc2c(-c3ccccc3)cc(=O)oc12	-0.2	-0.3	-11	-0.8	-1	4	-0.4	-2.1	1.7	0.8	1
5	CC(C)(C)NC(=O)Cn1c(SCC(=O)Nc2nccs2)nc2ccccc21	1.0	-2.5	0	-1.2	-3	-2	1.2	-0.2	-1.3	-0.5	4
6	N#Cc1c(N)oc(-c2ccc3c(c2)OCO3)c1-c1ccc2c(c1)OCO2	2.7	-1.3	-43	-0.9	4	6	-1.6	-0.3	-0.6	-0.1	-5
7	CCCc1nnc(NC(=O)c2ccncc2)s1	-0.4	0.2	1	-1.1	7	-2	1.9	-0.5	0.8	-0.8	8
8	COC(=O)CCC(=O)NC(=S)Nc1c(C)cccc1C	-3.2	1.7	0	-1.9	-1	5	-0.3	-0.1	-3.8	-1.2	4
9	COc1cc(C(C2C(=O)CC(C)(C)CC2=O)C2C(=O)CC(C)(C)CC2=O)ccc1O	0.8	0.1	-4	-0.9	-1	-1	-0.1	-0.1	0.5	0.0	-3

# (next part)
11	O=C(Nc1ccccc1)C(CCCCN1C(=O)c2ccccc2C1=O)N1C(=O)c2ccccc2C1=O (stereo not given)
12	COc1ccc(CN(CCN2CCOCC2)C(=O)c2ccc(F)cc2F)cc1OC
13	CCCNC(=O)COc1ccccc1[N+](=O)[O-]
14	O=C(NCc1ccc(F)cc1)C1CCN(S(=O)(=O)N2CCCC2)CC1
15	CN(C)CCCNS(=O)(=O)c1ccc(N2CCN(Cc3ccc4c(c3)OCO4)CC2)c([N+](=O)[O-])c1
16	C[N+](C)(C)C/C=C1/COCO1
17	CC(=O)OC1CSC2c3ccccc3C(=O)N2Cc2sccc21 (stereo not given)
18	CC(C)(C)NS(=O)(=O)c1ccc(NC(=O)C(Sc2ccccc2)c2ccccc2)cc1 (stereo not given)
19	c1ccc(C2NCCn3cccc32)cc1 (stereo not given)
20	NC(=O)c1ccsc1NC(=O)COC(=O)c1nc(Cl)ccc1Cl
assay / entry	11	12	13	14	15	16	17	18	19	20
hgDAF12 agonist	2.2	2.3	4.9	-1.7	-4.0	-2.4	-1.8	-2.5	-1.8	1.1
FXN GAA850 act	0.1	.	1.2	-0.1	1.2	0.7	4.9	-1.0	-1.1	0.6
PLC-beta3 inh	0	1	2	-2	-2	4	-6	-6	-13	-6
ssDAF12 agonist	-1.3	-1.3	0.0	-1.9	-2.0	-0.8	-1.6	-1.5	-1.1	-0.4
SMARCA2 activ	-2	-4	-2	-2	-4	0	1	-4	-1	-3
Rev-erbA mod	4	4	5	-2	1	-1	1	-1	-7	10
PG9 binder	-1.6	.	1.6	-0.4	2.6	1.3	-0.6	-2.2	-3.0	0.9
DAX1 inh-1	0.5	0.1	0.4	0.7	-1.0	-0.8	0.0	-0.8	-0.3	0.3
hcDAF-12 act	-0.7	-1.0	-2.2	-1.0	-4.3	-1.5	-0.9	-1.8	-0.4	0.7
DAX1 inh-2	2.4	.	-0.6	0.1	-0.8	0.6	1.5	0.4	1.9	0.6
sPLA2-III inh	-1	0	11	3	-10	8	10	-67	-4	8

# 2 entries drawn at random from the list so far, as already listed:
13	CCCNC(=O)COc1ccccc1[N+](=O)[O-]
15	CN(C)CCCNS(=O)(=O)c1ccc(N2CCN(Cc3ccc4c(c3)OCO4)CC2)c([N+](=O)[O-])c1
assay / entry	13	15
hgDAF12 agonist	4.9	-4.0
FXN GAA850 act	1.2	1.2
PLC-beta3 inh	2	-2
ssDAF12 agonist	0.0	-2.0
SMARCA2 activ	-2	-4
Rev-erbA mod	5	1
PG9 binder	1.6	2.6
DAX1 inh-1	0.4	-1.0
hcDAF-12 act	-2.2	-4.3
DAX1 inh-2	-0.6	-0.8
sPLA2-III inh	11	-10

# Going on with the list:
21	O=C1NNC(c2ccccc2)=N/C1=C\c1ccc(Cl)cc1
22	COc1ccc(CCNS(=O)(=O)c2ccc3c(c2)n(C)c(=O)c(=O)n3C)cc1OC
23	O=S(=O)(c1ccc(F)cc1)N1CCN(CC2CC3C=CC2C3)CC1 (stereo not given)
24	O=C(c1ccc(Cn2c(=O)[nH]c3ccccc3c2=O)cc1)N1CCN(c2ccccc2)CC1
25	COc1ccccc1C1C(C(C)=O)=C(O)C(=O)N1c1ccc(O)cc1 (stereo not given)
26	COc1c(C)cccc1C(=O)NC(=S)Nc1ccc2c(c1)Cc1ccccc1-2
27	COCCCNC(=O)CN1C(=O)/C(=C/c2ccccc2C)Sc2ccccc21
28	O=C(Nc1ccc2c(c1)OCO2)C1(S(=O)(=O)c2ccc(Cl)cc2)CC1
29	O=C(NC(=S)N(CCO)Cc1ccccc1)c1ccc(S(=O)(=O)N2CCCC2)cc1
30	Oc1ccc(O)c(-c2cnns2)c1
assay / entry	21	22	23	24	25	26	27	28	29	30
hgDAF12 agonist	0.5	1.8	0.2	0.2	0.4	3.7	0.4	5.9	3.2	-5.5
FXN GAA850 act	-0.2	-1.7	1.6	0.5	0.2	-1.3	1.0	-1.2	0.9	6.9
PLC-beta3 inh	-5	5	-3	2	-37	-1	-14	4	-4	-2
ssDAF12 agonist	-0.7	-1.2	-1.3	-1.2	-1.0	-1.1	-1.3	-1.0	2.0*	-1.5
SMARCA2 activ	-1	1	-2	-5	-2	0	0	3	-2	-4
Rev-erbA mod	-1	10	3	1	0	0	3	6	-6	-5
PG9 binder	0.1	-1.6	-0.4	3.6	0.3	1.3	-2.9	-5.2	0.0	0.4
DAX1 inh-1	-0.1	0.0	-0.3	-0.5	-0.2	-0.7	-0.3	0.0	-0.3	-0.1
hcDAF-12 act	2.0	0.4	6.5*	-2.1	-0.1	0.6	-0.7	-1.5	-0.1	1.4
DAX1 inh-2	.	1.4	-0.3	-1.3	0.6	1.7	-2.8	0.1	0.5	-1.5
sPLA2-III inh	0	3	-4	-12	-30	5	-7	-2	11	12

31	Cc1ccc(C(=O)Nc2cc3c(cc2Cl)OCCCO3)cc1
32	O=C(OCC(=O)c1ccc(Cl)s1)c1ccccn1
33	CCc1c(C)sc(NC(=O)c2cc(C)no2)c1C#N
34	COc1ccc(Cc2ccc(OC)c(N)c2)cc1N
35	O=C(COC(=O)c1ccc(NS(=O)(=O)c2ccc3c(c2)OCCO3)cc1)NC1CC1
36	Cc1ccc(-c2csc3ncnc(N4CCc5ccccc5C4)c23)cc1
37	CN(C(=O)c1cccc(NC(=O)Cc2ccc(NC(=O)C3CCCN(C(=O)c4ccccc4)C3)cc2)c1)C1CCCCC1 (stereo not given)
38	COc1ccccc1NS(=O)(=O)c1cccc(C(=O)NN=C2CCCCCC2)c1
39	CC1=C(C(=O)OCC2CCCO2)C(c2cccc(C(F)(F)F)c2)C2=C(CC(c3ccco3)CC2=O)N1 (stereo not given)
40	NS(=O)(=O)c1ccc(CCNC(=O)CC(c2ccccc2)c2ccccc2)cc1
assay / entry	31	32	33	34	35	36	37	38	39	40
hgDAF12 agonist	17*	3.7	5.1	0.1	-0.6	-0.5	0.1	2.9	0.6	-4.2
FXN GAA850 act	4.3	-1.1	-0.4	0.4	-0.3	0.3	0.0	2.3	-3.8	0.0
PLC-beta3 inh	3	0	-1	-1	-1	-3	2	-5	-44	-1
ssDAF12 agonist	0.8	0.1	-1.4	-1.7	-0.8	-1.5	-1.1	-1.8	-1.5	-1.4
SMARCA2 activ	3	-3	4	-1	2	-5	2	-1	-2	2
Rev-erbA mod	5	-4	0	-5	-4	10	-7	-3	3	-3
PG9 binder	-0.3	0.7	-2.0	-3.7	-0.4	-0.5	-0.4	-0.5	0.1	0.7
DAX1 inh-1	1.9	0.0	1.1	0.0	-0.3	-0.1	-0.6	-0.3	0.0	0.2
hcDAF-12 act	3.6	-0.9	-1.6	1.2	2.8	-2.3	-0.4	0.5	-1.3	-1.3
DAX1 inh-2	2.5	0.4	0.9	-0.3	0.1	-0.3	-0.9	0.0	-1.2	-1.0
sPLA2-III inh	-9	-2	1	13	-6	9	-15	-15	5	-9

# Compound activity deposited in PubChem BioAssay by several laboratories.
